MMP13 inh – human MMP13 inhibitors, primary screen, biochemical, FRET peptide cleavage | Collagenase 3 (Homo sapiens), P45452 | MMP-13 fTHP FRET cleavage, Mca fluorescence | inhibition, % at 4 µM | actives 0.07% (n = 65,000) | AID 570, 2006;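 active = inhibition above the mean of compound-free control plate wells plus 3 SD, cut at about 14% in these data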;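 note: 0% = DMSO wells and 100% = wells with reference MMP-13 inhibitor after basal subtraction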
Autofluor 339 – intrinsic fluorescence of library compounds, ex339/em460 – biochemical, MLSMR library, data from DPM-DC assay, artefact control, profiling panel; AID 709, 2007; compound autofluorescence, ex339/em460 nm, NADH buffer; active compounds read high; 1 = no-compound wells, NADH background; actives 5.5% (n = 65,000); fluorescence fold increase at 10 µM;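 active = at 10 µM, mean starting fluorescence two-fold or more over control wells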;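 note: signal is the first read of a kinetic run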
ROCK2 blocker – inhibitors of human ROCK2 kinase, primary screen, biochemical, high-throughput, luminescence; Rho-associated protein kinase 2 (Homo sapiens), O75116; purified ROCK2, Kinase-Glo ATP depletion luminescence; inhibition, % at 6 µM; actives 0.35% (n = 60,000); AID 604, 2007;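 active = inhibition above the screen-wide mean inhibition plus 3 SD, cut at about 18% in these data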;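 note: plate controls were DMSO wells for no effect and Y-27632 control wells after no-enzyme background subtraction for full effect; many of its hits are not listed in these tables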
Target sequence (O75116 whole entry, looked up): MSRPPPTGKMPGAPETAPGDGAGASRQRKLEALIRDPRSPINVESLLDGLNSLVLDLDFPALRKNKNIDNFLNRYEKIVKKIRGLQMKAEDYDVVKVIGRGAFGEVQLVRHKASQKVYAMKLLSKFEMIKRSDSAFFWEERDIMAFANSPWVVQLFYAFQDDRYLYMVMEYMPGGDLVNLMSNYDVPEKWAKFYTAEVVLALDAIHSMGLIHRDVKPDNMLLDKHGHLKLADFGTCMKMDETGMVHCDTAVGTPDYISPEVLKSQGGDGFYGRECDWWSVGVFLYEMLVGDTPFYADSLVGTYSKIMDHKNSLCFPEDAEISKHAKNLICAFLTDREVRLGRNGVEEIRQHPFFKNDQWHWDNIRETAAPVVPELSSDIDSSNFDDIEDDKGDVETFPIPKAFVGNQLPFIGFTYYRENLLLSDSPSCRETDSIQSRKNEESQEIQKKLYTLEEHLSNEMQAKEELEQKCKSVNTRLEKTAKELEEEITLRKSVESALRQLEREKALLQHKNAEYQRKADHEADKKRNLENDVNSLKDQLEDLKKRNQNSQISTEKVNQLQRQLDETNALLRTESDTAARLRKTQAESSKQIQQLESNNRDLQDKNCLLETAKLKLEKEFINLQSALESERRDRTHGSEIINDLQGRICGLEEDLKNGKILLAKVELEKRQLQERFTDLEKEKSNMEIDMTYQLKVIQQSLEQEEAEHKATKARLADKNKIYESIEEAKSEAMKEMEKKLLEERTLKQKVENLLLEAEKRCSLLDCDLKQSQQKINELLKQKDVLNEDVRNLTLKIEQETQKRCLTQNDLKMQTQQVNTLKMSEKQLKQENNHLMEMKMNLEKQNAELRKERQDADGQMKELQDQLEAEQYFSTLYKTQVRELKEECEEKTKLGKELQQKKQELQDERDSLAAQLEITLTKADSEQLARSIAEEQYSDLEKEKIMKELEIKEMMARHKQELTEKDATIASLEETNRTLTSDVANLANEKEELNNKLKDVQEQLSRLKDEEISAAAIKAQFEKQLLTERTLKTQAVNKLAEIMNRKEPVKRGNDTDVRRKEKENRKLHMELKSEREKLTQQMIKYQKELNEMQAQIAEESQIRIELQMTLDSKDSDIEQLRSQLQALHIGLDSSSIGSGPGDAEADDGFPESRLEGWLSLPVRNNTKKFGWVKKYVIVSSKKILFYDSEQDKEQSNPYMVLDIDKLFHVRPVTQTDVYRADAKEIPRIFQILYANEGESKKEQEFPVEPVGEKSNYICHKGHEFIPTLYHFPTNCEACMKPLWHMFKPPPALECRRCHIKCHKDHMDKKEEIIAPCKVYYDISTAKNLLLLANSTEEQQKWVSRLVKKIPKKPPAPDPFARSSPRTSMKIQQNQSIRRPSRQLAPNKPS
NADH enzymes – inhibitors of PK/LDH coupling enzymes, profiling panel, artefact control, biochemical, MLSMR library; coupled PK/LDH NADH assays, four targets; IC50, µM (top dose mostly 10 µM), inactives show top-dose inhibition; actives 0.02% (n = 65,000); AID 774, 2007;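 active = single-dose screening hits from any of four coupled enzyme assays that gave an IC50 when retested across doses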;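 note: the DPM-DC format reads NADH fluorescence rather than 340 nm absorbance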
tolC growth inh – growth inhibitors of E. coli tolC mutant, primary screen, strain BW25113 ΔtolC::kan, 384-well. growth inhibition, % at 10 µM (by protocol). OD615. actives 2.2% (n = 65,000). AID 573, 2007;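 active = growth inhibition at or above a cutoff equal to the mean over every tested compound plus 3 SD, cut at about 60% in these data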;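 note: growth measured after 20 h incubation at 37 °C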
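Assay system: tolC-deleted E. coli BW25113. Medium: kanamycin-containing LB broth (50 µg/mL). Dosing: 10 µM final, single dose. Timing: bacterial growth with compound for 20 h at 37 °C. Detection: A615 absorbance measurement. Read-out basis: growth inhibition in percent.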
A340 absorber – compound light absorbance at 340 nm, profiling panel, artefact control, biochemical, MLSMR library, data from PS, PMK, MK assays. AID 708, 2007. fold change at 10 µM. compound absorbance at 340 nm, fold over control. 65,000 tested, under 10 active;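 active = at 10 µM dose, initial 340 nm absorbance at least 2 fold that of control wells; inactive = change under 2 fold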;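 note: initial absorbance extrapolated from kinetic A340 decline of NADH oxidation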
PKA inh – inhibitors of human PKA kinase activity, primary screen, biochemical, ATP-depletion luminescence, Kemptide substrate | cAMP-dependent protein kinase catalytic subunit alpha (Homo sapiens), P17612 | PKA Kemptide phosphorylation, Kinase-Glo ATP luminescence | inhibition, % at 6 µM | actives 0.1% (n = 65,000);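 active = inhibition above the screen-wide mean inhibition plus 3 SD, cut at about 21% in these data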; note: many of its hits are not listed in these tables
HEK293 NFkB inh – inhibitors of PMA/ionomycin-induced NF-kB reporter, primary screen, antigen receptor NF-kB inhibitor project, cell-based, HEK-293 luciferase reporter, luminescence. HEK-293 NF-kB luciferase reporter. actives 0.21% (n = 62,000). inhibition, % at 3 µM;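 active = inhibition above the mean of all tested compounds plus 3 SD, cut at about 40% in these data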;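 note: 0% = stimulated DMSO wells and 100% = 10 µM reference inhibitor 5653914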
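Reagent: PMA plus ionomycin mix as NF-kB-activating stimulus. Assay system: NF-kB luciferase reporter HEK-293 cells. Technique: luminescence from luciferase substrate reagent. Incubation: 1 h compound pre-incubation, 16 h PMA/ionomycin at 37 °C. Benchmarks: DMSO only as uninhibited control, 10 µM reference inhibitor as full inhibition. Repeats: tested once.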
JNK3 inh – JNK3 kinase activity inhibitors, primary screen, biochemical, human, purified enzyme. Mitogen-activated protein kinase 10 (Homo sapiens), P53779. HTS. inhibition, % at 8 µM. actives 0.61% (n = 60,000). AID 746, 2007; in the data active = inhibition above about 17%;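 note: 0% = DMSO and 100% = reference inhibitor; many of its hits are not listed in these tables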
Active calls of the source: *; nt = not tested or not shown; [ ] = remark or other dose. Some of the compounds tested; rates above refer to the full screens.

SMILES	MMP13 inh	Autofluor 339	ROCK2 blocker	NADH enzymes	tolC growth inh	A340 absorber	PKA inh	HEK293 NFkB inh	JNK3 inh
CCOc1ccc(C2c3c(oc4ccccc4c3=O)C(=O)N2CCCN2CCOCC2)cc1OCC (stereo unspecified)	1.7	1.11	-2.0	3.0%	2.8	1.08	2.9	11.0	2.1
C=CCSc1nc2c(c(=O)[nH]c(=O)n2C)n1C(C)C	10.2	1.07	-4.9	2.0%	-10.3	1.01	-5.9	0.4	-5.0
COc1ccc(-c2noc(COc3ccc(Cl)c(C)c3)n2)cc1	6.3	1.02	-3.0	3.0%	0.6	1	-11.0	8.3	-4.5
CCCC(c1nnnn1C1CCCCC1)N1CCN(C2CCCC2)CC1 (stereo unspecified)	1.9	1.09	5.9	12.0%	-3.0	0.97	7.1	14.0	-2.9
FC(F)(F)c1cc(-c2ccco2)nc(-n2nnc3ccccc32)n1	-14.6	2.39*	1.3	11.0%	-8.2	1	0.0	12.5	0.7
Cc1cc2c(c(=O)n1C1CC1)C(c1cccc(Cl)c1)C(C#N)=C(N)O2 (stereo unspecified)	2.6	1.1	4.5	1.0%	12.5	1.04	8.3	10.4	1.9
N#Cc1ccccc1CSc1nc(N2CCCCC2)nc(N2CCCCC2)n1	-1.1	1.12	3.1	0.0%	7.1	1.06	1.1	3.1	9.5
Cn1c(=O)c2c(-c3ccccc3)n(Cc3ccccn3)cc2n(C)c1=O	-4.0	1.28	1.3	3.0%	-7.2	1.03	3.4	19.6	8.5
COc1ccccc1CNC(=O)CN1C(=O)C(C)N(c2ccc(C)cc2)C1=O (stereo unspecified)	-5.6	1.02	4.4	5.0%	-3.0	1	3.6	18.0	-3.4
O=C1C(=O)N(Cc2cccnc2)C(c2ccccn2)/C1=C(/O)c1ccccc1 (stereo unspecified)	3.0	1.11	12.1	3.0%	12.0	1.1	3.7	nt	4.5

Profiles as entered above. Screens in order: MMP13 inh	Autofluor 339	ROCK2 blocker	NADH enzymes	tolC growth inh	A340 absorber	PKA inh	HEK293 NFkB inh	JNK3 inh
Cc1cc2c(c(=O)n1C1CC1)C(c1cccc(Cl)c1)C(C#N)=C(N)O2 (stereo unspecified) is entered as 2.6	1.1	4.5	1.0%	12.5	1.04	8.3	10.4	1.9
COc1ccccc1CNC(=O)CN1C(=O)C(C)N(c2ccc(C)cc2)C1=O (stereo unspecified) is entered as -5.6	1.02	4.4	5.0%	-3.0	1	3.6	18.0	-3.4
C=CCSc1nc2c(c(=O)[nH]c(=O)n2C)n1C(C)C is entered as 10.2	1.07	-4.9	2.0%	-10.3	1.01	-5.9	0.4	-5.0

The list continues.
SMILES	MMP13 inh	Autofluor 339	ROCK2 blocker	NADH enzymes	tolC growth inh	A340 absorber	PKA inh	HEK293 NFkB inh	JNK3 inh
CC(C)(C)n1nnnc1C(c1cccc(C#N)c1)N1CCCc2ccccc21 (stereo unspecified)	-1.3	1.05	-4.6	5.0%	10.9	1	-4.5	18.2	-4.0
O=C(Nc1ccccc1O)c1cc(S(=O)(=O)N2CCOCC2)ccc1Cl	5.4	1.08	-6.0	4.0%	-4.4	1.01	-2.0	11.6	-8.6
O=C1c2cccc3cccc(c23)C(=O)N1c1nncs1	-21.5	1.6	4.6	4.0%	7.9	1.14	3.4	7.0	5.8
O=C(c1cccc(F)c1)N1CCN(C(=O)c2cc(-c3ccc(Cl)cc3Cl)on2)CC1	3.2	1.07	8.7	4.0%	64.2*	1.05	8.1	11.4	2.0
CN(C)S(=O)(=O)N1CCN(c2cc(Cl)ccc2Cl)CC1	-0.6	1.08	3.2	5.0%	41.3	0.97	-0.3	8.0	8.5
COc1cc2c(cc1OC)C1(CCCC1)CNC2C (stereo unspecified)	2.7	1.28	-1.3	3.0%	-14.3	1.05	-10.3	-2.9	-7.1
CN1CCc2c(sc3c2c(NCc2ccco2)nc2nnnn23)C1	-89.8[fluorescence artefact?]	2.08*	0.2	5.0%	3.9	1.04	4.3	17.3	8.5
COCCn1c(SCc2ccc(C(=O)OC)o2)nc2ccccc2c1=O	-6.1	1	5.4	5.0%	5.3	1	5.0	20.5	7.5
CCCCC(=O)Nc1cc(C)c2c(=O)oc3ccccc3c2n1	0.7	1.19	nt	5.0%	8.2	1.1	7.4	2.7	nt
O=C(CCC1CCCC1)N1CCN(C(=O)C2CC2)CC1	0.9	1.05	6.3	2.0%	-10.5	1.04	6.5	16.1	0.3
CCOc1cc(C(=O)N(C)Cc2cc3ccccc3[nH]c2=O)cc(OCC)c1OCC	-2.6	1.05	3.0	4.0%	6.3	1.01	7.8	13.5	4.2
CC(=O)c1cccc(NC(=O)NC(C)c2ccncc2)c1 (stereo unspecified)	3.3	1.11	9.8	1.0%	-16.0	1.03	10.2	17.8	-4.5
CCOC(=O)c1ccc(NS(=O)(=O)c2ccc(SC)cc2)cc1	4.3	1.03	-3.7	2.0%	70.0*	0.99	2.6	13.6	-6.6
CC(=O)C1=C(C)NC(SCC(N)=O)=C(C#N)C1c1cccnc1 (stereo unspecified)	-0.1	1.06	-1.6	10.0%	-8.9	1.05	-2.4	16.3	5.0
CCOC(=O)c1ccc(N=c2sc(C(=O)OC)cc(=O)n2Cc2ccco2)cc1	7.0	1.01	0.8	1.0%	13.0	1.01	3.1	12.0	1.8
C=C(C)c1cccc(C(C)(C)NC(=O)N2CCN(c3ncccn3)CC2)c1	0.5	1.1	-4.4	6.0%	15.8	1.04	-0.6	16.1	-3.2
c1ccc(CC2CCN(c3nnnn3-c3ccccc3)CC2)cc1	2.6	1.05	1.7	5.0%	75.7*	1.02	-4.3	5.4	3.1
CCOC(=O)CSc1nnc(CNC(=O)c2cccs2)n1CCc1ccccc1	-3.7	1.08	-1.5	6.0%	-5.9	1	-0.5	19.9	-8.9
O=C(c1ccc(F)cc1)N1CCN(c2ncccn2)CC1	-0.6	1.22	0.1	7.0%	-5.1	1.04	-4.0	10.4	-2.7
CCOC(=O)CCc1nc2ccccc2[nH]1	-1.1	1.1	2.4	3.0%	-1.0	1.02	2.8	11.0	3.9
COCC(=O)Nc1nc2ccc(S(C)(=O)=O)cc2s1	-5.0	1.11	5.3	3.0%	-10.9	1.02	6.0	-1.4	2.5
CCOC(=O)N1CCN(CCC(=O)Nc2ccc(OC)cc2)CC1	nt	1.07	nt	2.0%	0.6	1.01	nt	nt	nt
COc1cccc(-c2csc3nc[nH]c(=O)c23)c1	3.6	1.05	0.0	2.0%	8.7	0.99	5.6	6.0	0.1
O=C(OCC(=O)N1CCN(C(=O)c2ccco2)CC1)c1ccccc1Cc1ccccc1	-1.0	0.99	3.3	7.0%	26.4	1	-2.5	29.9	1.3
COc1ccc(Cl)c(Cn2c(NCCCN(C)C)nc3c2c(=O)n(C)c(=O)n3C)c1	2.3	1.12	-1.1	5.0%	-13.4	1.04	-2.6	4.2	-0.9
CC(C)c1ccc(S(=O)(=O)N2CCN(C(=O)c3cccc(F)c3)CC2)cc1	5.2	1.04	0.9	3.0%	6.4	0.99	-2.3	4.7	0.1
CCN(CC)S(=O)(=O)c1cccc(-c2nnc(SCCCC(=O)c3ccccc3)o2)c1	0.7	1.13	2.4	4.0%	24.4	1.03	0.8	15.1	-11.7
CCS(=O)(=O)N1CCC(C(=O)NCCCOC)CC1	4.4	1.08	4.8	7.0%	-18.3	1	9.6	0.5	5.7
Cc1nnc(SCc2ccc(F)cc2)s1	2.3	1.08	13.3	1.0%	-9.3	1.04	6.4	-4.0	7.5
CC(COc1cccc2ccccc12)CN1CCN(C)CC1 (stereo unspecified)	-2.6	1.16	2.8	3.0%	-3.6	1.02	2.0	10.4	-2.9
COC(=O)c1[nH]c2ccc(C)cc2c1NC(=O)C1=COCCO1	-8.7	1.7	1.9	15.0%	2.3	1.05	-1.7	17.0	-2.7
Cc1ccccc1-c1nc(CS(=O)(=O)CC(=O)NCCN2CCOCC2)c(C)o1	1.4	1.09	0.8	2.0%	-18.5	1.06	6.2	4.1	1.1
Cc1cc(C(=O)N2CCN(c3ccccc3)CC2)no1	1.3	1.08	1.2	6.0%	-22.5	0.98	1.6	-7.9	6.2
COCc1nnc(NC(=O)c2ccc(NC(=O)C(C)C)cc2)s1	15.3*	1.06	-2.9	7.0%	-4.8	1.03	6.2	8.3	-4.3
COc1ccc(C(CC(=O)O)NC(=O)Cc2ccccc2)cc1 (stereo unspecified)	-0.5	1.04	3.5	10.0%	-16.6	0.98	4.2	12.7	-2.6
CCOC(=O)/C=C(\C)Nc1cc(C)nn1-c1ccccc1	0.6	1.14	0.7	4.0%	3.1	1.06	11.2	5.8	4.1
Cc1c(Cc2ccccc2)c(=O)oc2cc(OCc3nn[nH]n3)ccc12	-216.2[fluorescence artefact?]	3.8*	4.4	4.0%[fluoresces]	34.1	1.13	5.5	20.2	-1.8
O=C(NCc1ccco1)C1CC(=O)N(c2ccc(F)cc2)C1 (stereo unspecified)	-0.1	1.05	4.6	2.0%	-7.9	1.01	2.7	9.9	2.0
O=C(c1cc(-c2cccs2)on1)N1CCc2ccccc2C1	-3.6	1.07	10.8	3.0%	19.9	0.99	0.8	-0.5	-3.2
COc1ccc(S(=O)(=O)N2CCSC2c2ccccc2)cc1 (stereo unspecified)	1.7	1.05	6.5	2.0%	42.8	0.99	9.6	0.0	1.6
O=C(Oc1cccc(C(=O)N2CCOCC2)c1)c1ccc(Br)cc1	3.5	1.14	5.9	1.0%	-0.5	1.03	7.9	14.9	-3.5
Cc1ccccc1NC(=O)c1cccc2nccnc12	4.9	1.06	4.6	5.0%	6.6	1.08	14.5	5.4	12.8
CCOC(=O)c1oc2ccc3c(c2c1C)C(=O)CC1(CCN(C(=O)OCC)CC1)O3	-7.0	1.47	-0.3	5.0%	51.7	1.03	2.7	17.3	6.9
Cc1ccc(-n2nc(C)c(C3C(C#N)=C(N)OC4=C3C(=O)CCC4)c2Cl)cc1 (stereo unspecified)	-6.3	1.16	-2.7	4.0%	11.9	1.01	-0.2	12.6	-4.0
CSc1ccc(-c2nnn(CC(=O)NCc3ccccc3)n2)cc1	6.5	1.12	nt	5.0%	4.4	1.07	0.9	9.4	nt
CC1=C(C(=O)OC(C)C)C(c2ccc(F)cc2)NC(=O)N1 (stereo unspecified)	-1.1	1.12	4.1	0.0%	4.4	1.07	-0.7	13.8	1.8
CC(=O)COc1ccc2c3c(c(=O)oc2c1C)CCCCC3	-153.4[fluorescence artefact?]	3.79*	3.5	5.0%[fluoresces]	27.0	1.16	6.4	-40.2	2.7
Cc1ccc(-n2c(N)c(C(N)=O)sc2=S)c(C)c1	0.3	1.06	nt	5.0%	9.9	1.11	7.4	15.2	nt
Cc1noc(C)c1S(=O)(=O)N1CCC(C(=O)NCCN2CCC(C)CC2)CC1	6.0	1.1	nt	4.0%	-7.4	1.05	0.3	17.5	nt
